L3MBTL1 inh = L3MBTL1 (human) inhibition; Q9Y468; AlphaScreen L3MBTL1–H3K9me1 peptide binding; Potency, µM (series often up to 57.1 µM), for the others: at the highest dose activity, negative = inhibition, actives largely listed as inhibitors; hit rate 0.66% among 230,000; note: % is set by controls: 0 for no effect and ±100 for the full control effect; nearly all actives have a fitted effect of over 60% in size
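AlphaScreen proximity signal between nickel-chelate acceptor and streptavidin donor beads (final 10 ug/mL) reports binding of 50 nM L3MBTL1 to 75 nM biotin-H3 K9me1 peptide; complex incubated with compounds 30 min at room temperature; cefsulodin titration as control.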
TexasRed fluor = alters Texas Red total fluorescence, flagging assay interference. AID 1479. Potency, µM (series often up to 106 µM), inactives show at the top dose fluorescence change, negative = quenching. TRb/SRC2 Texas Red total fluorescence interference. hit rate 0.29% among 280,000; active = well fitted curve in either direction with a large enough effect; inconclusive = small, poorly fitted or top-dose-only effect; note: % is set by controls: 0 for no effect and ±100 for the full control effect
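Human TRβ ligand-binding domain (0.6 uM) and Texas Red SRC2 peptide (20 nM) in Tris buffer with 1 uM T3 and 5% DMSO were incubated with pinned compound for 5 hr at ambient temperature. Total fluorescence was computed as S + 2P (555/632 nm).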
HTT cytoprotect = Huntington cell model cytoprotection by ATP luminescence; Potency, µM (series often up to 56.4 µM), without a hit: cytoprotection (ATP increase), most hits filed as activators; PC12 HTT-Q103 induced, cytoprotection, ATP luminescence, 40 h; hit rate 0.14% among 230,000; AID 1471;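 note: % of control where 0% means no effect; nearly all actives have a fitted effect of over 45% in size; toxic huntingtin expression switched on by the ecdysone agonist tebufenozide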
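ATP quantification (ATPlite) reports survival of PC12 cells in which tebufenozide, 100 nM final, switches on Htt exon 1 with 103 glutamines linked to GFP; compounds are titrated.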
Tau fluor cs = counter-screen for tau fibril formation inhibitors | hit rate 0.93% among 280,000 | tau K18 P301L Alexa594 fluorescence, heparin fibrillization | AID 1463 | Potency, µM (top dose mostly 57.7 µM), without a hit: top-dose activity change, negative = decrease; note: % is set by controls: 0 for no effect and ±100 for the full control effect; nearly all actives have a fitted effect of over 55% in size
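Human tau K18 P301L (15 uM unlabeled, 0.24 uM Alexa 594-labeled) in 100 mM sodium acetate pH 7 with 20 uM heparin, 6 hr at 37 C. ThT 30 uM added, 1 hr ambient; Alexa 594 FP and total fluorescence read at 555/632 nm.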
Tau FP inhib = blocks human tau fibril formation measured by polarization; P10636; hit rate 0.39% among 280,000; AID 1468; K18 P301L tau heparin fibrillization, Alexa594 FP, 6 h; Potency, µM (highest dose often 57.7 µM), inactives show at the top dose activity, negative = inhibition, usual class: inhibitors; note: % is set by controls: 0 for no effect and ±100 for the full control effect; nearly all actives have a fitted effect of over 55% in size
Target sequence (P10636 561-689 P618L limits assumed): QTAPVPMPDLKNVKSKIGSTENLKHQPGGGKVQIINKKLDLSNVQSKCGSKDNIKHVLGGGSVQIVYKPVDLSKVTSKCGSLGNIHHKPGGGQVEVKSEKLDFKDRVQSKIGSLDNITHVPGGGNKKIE
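Recombinant K18 P301L […], labeled with Alexa 594 at 0.24 uM over 15 uM unlabeled; heparin inducer 20 uM final; 37 C, 6 hr; FP endpoint.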
RECQ1 inh = inhibitors of human RECQ1 DNA helicase. Potency, µM (doses to about 57.3 µM), inactives show at the top dose activity, negative = inhibition, usual class: inhibitors. RECQ1 DNA unwinding, red fluorescence kinetic read. P46063. hit rate 0.54% among 240,000;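 note: plate controls were vehicle for no effect and no enzyme for full effect; nearly all actives have a fitted effect of over 30% in size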
Target sequence (P46063 whole entry, looked up): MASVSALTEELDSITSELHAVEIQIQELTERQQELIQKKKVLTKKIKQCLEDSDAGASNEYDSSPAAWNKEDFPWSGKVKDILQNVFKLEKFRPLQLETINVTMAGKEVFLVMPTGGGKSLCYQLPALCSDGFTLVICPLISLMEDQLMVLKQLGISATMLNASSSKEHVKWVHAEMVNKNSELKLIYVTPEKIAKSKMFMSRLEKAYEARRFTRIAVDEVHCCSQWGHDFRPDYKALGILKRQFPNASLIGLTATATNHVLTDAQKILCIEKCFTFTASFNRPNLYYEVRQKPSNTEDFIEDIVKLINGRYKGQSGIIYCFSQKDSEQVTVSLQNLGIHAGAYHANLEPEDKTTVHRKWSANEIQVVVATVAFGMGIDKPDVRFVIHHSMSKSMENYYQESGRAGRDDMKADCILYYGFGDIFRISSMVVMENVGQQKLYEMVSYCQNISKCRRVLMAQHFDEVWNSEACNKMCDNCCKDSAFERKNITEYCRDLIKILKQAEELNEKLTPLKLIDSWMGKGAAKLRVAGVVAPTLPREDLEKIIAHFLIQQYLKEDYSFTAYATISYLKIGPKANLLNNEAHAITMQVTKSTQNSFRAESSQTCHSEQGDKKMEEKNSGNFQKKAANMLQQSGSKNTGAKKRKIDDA
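50 nM RECQ1T1 preincubated 15 min with compound in Tris pH 8.0 buffer with MgCl2, DTT, Tween-20 and 2.5 ug/ml poly(dI-dC); started with 200 nM TAMRA/BHQ-2 forked duplex and 2 mM ATP. Unwinding read as fluorescence (525/598 nm), two reads 2 h apart.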
Tau fibril ThT = blocks human tau fibril formation measured by thioflavin T | P10636 | recombinant tau K18 P301L, heparin-induced fibrillization, ThT fluorescence | Potency, µM (doses to about 57.4 µM), inactives show at the highest dose activity, negative = inhibition, usual class: inhibitors | hit rate 2.1% among 270,000 | AID 1460; note: % is set by controls: 0 for no effect and ±100 for the full control effect; nearly all actives have a fitted effect of over 55% in size
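ThT emission at 510 nm, taken 1 hr after adding 30 uM dye, quantifies aggregates formed when 20 uM heparin acts on human tau K18 P301L for 6 hr at 37 C.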
TRb-SRC2 inh = inhibitors of human thyroid hormone receptor beta-SRC2 interaction | P10828 | TRbeta-SRC2 peptide binding, fluorescence polarization; receptor liganded with 1 µM T3 | Potency, µM (highest dose often 106 µM), inactives show top-dose activity change, negative = inhibition, usual class: inhibitors | hit rate 0.065% among 280,000 | AID 1469;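 note: plate controls were bound peptide for no effect and peptide without receptor for full effect; nearly all actives have a fitted effect of over 50% in size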
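Polarization signal, normalized between peptide-alone and full complex controls, measured compound effects on T3-liganded human TRb LBD (0.6 uM) binding 20 nM Texas Red SRC2 peptide after 5 hr.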
* marks the source's active call; other numbers are inactive results; i = inactive; ? = inconclusive; · = not tested or not shown; [ ] = dose if it differs, or a comment. Unless noted, calls come from the whole dose curve; as a rule, active = well fitted curve in the direction sought with a large enough effect; inconclusive = small, poorly fitted or top-dose-only effect, or another doubt; inactive = no such curve, though single readings can be large; an effect the other way counts as inactive or inconclusive. Potency is the fitted concentration of half-maximal effect. The list is partial; rates above refer to the full screens.

SMILES,L3MBTL1 inh,TexasRed fluor,HTT cytoprotect,Tau fluor cs,Tau FP inhib,RECQ1 inh,Tau fibril ThT,TRb-SRC2 inh
CCN(C(=O)c1cnc(OC)cc1C(F)(F)F)c1ccc(Cl)cc1Cl,4%,0%,7%[10 µM],-5%,1%,-4%,-1%,6%
C=CCN1C(=O)C2C3C=CC(C2C1=O)C1C2C(=O)N(CC=C)C(=O)C2C31 (configuration not stated),-10%,-1%,17%[10 µM],1%,9%,i,-1%,2%
COCCn1c(=NC(=O)c2ccco2)sc2cc(C(=O)OC)ccc21,9%,0%,25%[10 µM],3%,5%,-5%,-7%,-1%
COc1ccccc1N(/N=C1\Sc2ccccc2C1=O)C(C)=O,·,-1%,-9%[10 µM],-2%,-2%,26%,-17%,-7%
O=C(NCc1ccccc1)NC1CCCCC1,-3%,-1%,-17%,0%,-3%,-3%,-7%,0%
COc1cccc(-n2c(SCC(=O)Nc3ccc4c(c3)CCC4)nc3ccccc3c2=O)c1,0%,2%,-1%[10 µM],-16%,-2%,-11%,-2%,3%
CCCCC(=O)N1C/C=C\C(c2ccc(OC)cc2)N(Cc2ccc(F)cc2)C(=O)[C@H]1Cc1ccccc1 (some centres not stated),·,0%,-8%[10 µM],6%,4%,-8%,-6%,-2%
c1ccc(C(Cc2nc(-c3ccncc3)no2)c2ccccc2)cc1,5%[11.4 µM],-1%,-26%[0.074 µM],-3%,8%,-10%,-7%,-1%
O=C(O)CC1(CC(=O)Nc2ccc3ccccc3c2)CCCCC1,·,-1%,-5%,-13%,3%,-3%,-16%,-2%
Cc1ccc(Cl)cc1NC(=O)C(NS(=O)(=O)c1cccc2nsnc12)c1ccccc1 (configuration not stated),·,-2%,·,?,?,·,-11%,-8%
Cc1ccc(CNS(=O)(=O)NCc2ccccc2)cc1,·,-2%,-4%,-2%,0%,-5%,-6%,-19%
O=S(=O)(Nc1ccc(N2CCCCC2)cc1)c1cccs1,-24%,-4%,-3%,-28%,-8%,-13%,?,-3%
CCOC(=O)c1scc(-c2ccc(C)cc2)c1S(=O)(=O)N1CCN(c2ccccc2)CC1,·,-2%,·,-9%,2%,·,?,-5%
Nc1c(C(=O)O)cnn1-c1ccc([N+](=O)[O-])cc1,·,-1%,-6%[10 µM],-28%,6%,-4%,·,-1%
CCOc1c(Nc2ccc(C(C)C)cc2)c(=O)c1=O,3%,3%,4%[10 µM],-26%,6%,-3%,-16%,14%
N#Cc1c(N)nc2c3c(sc(=N)c2c1N)NC(=O)CC3c1ccccc1Cl (configuration not stated),-2%,0%,-13%,-5%,-5%,-6%,-2%,-1%
Cc1ccc(C(=O)Nc2sc3c(c2C(=O)O)CCCCC3)o1,16%,0%,-83%[inhibitor][10 µM],16%,3%,9%,14%,-28%
CCN(CC)S(=O)(=O)c1cccc(NC(=O)COC(=O)c2cccs2)c1,1%,0%,-20%,-17%,1%,i,-4%,-3%
Cc1cccc(N2CCN(c3ccc(NC(=O)/C=C(/C(=O)O)c4ccccc4)cc3)CC2)c1,-19%,9%,-49%[inhibitor],?,?,-2%,8.9µM*,-10%
CC1CCC2C(=O)N3C(CCC(C)[C@H]3c3ccccc3Br)C(=O)N2C1c1ccccc1Br (some centres not stated),·,-7%[11.2 µM],-11%[10 µM],-2%[11.6 µM],-13%[11.6 µM],-2%[11.5 µM],0%[11.5 µM],6%[11.2 µM]
COc1ccc(Cc2c(O)nc[nH]c2=O)cc1,1%,0%,-1%,-14%,-4%,-4%,-22%,-4%
Cc1cccc(N2CCN(S(=O)(=O)c3c(C)nc4scc(C)n4c3=O)CC2C)c1 (configuration not stated),·,-2%,·,-18%,-2%,·,-10%,-5%
Cc1nc(-n2ncc(C#N)c2N)c2c3c(sc2n1)CCC3,·,0%,5%,-4%,5%,-3%,-8%,-10%
COC(=O)c1ccccc1OCCCOc1ccc(C)cc1OC,-3%,-3%,-81%[inhibitor],-17%,-9%,-21%,?,-4%
Clc1cccc(C2=NC(c3cccs3)=Nc3ccc(Br)cc3N2)c1,·,0%,·,?,4%,·,?,6%
CCOC(=O)N1CCN(C(=O)COc2ccc(S(=O)(=O)NC3CCCCC3)cc2C)CC1,0%,0%,20%[10 µM],8%,4%,-11%,0%,?
CCN(CC)S(=O)(=O)c1cc([N+](=O)[O-])ccc1N=Nc1c(O)[nH]c2ccccc12,-2%,-1%,3%[10 µM],-25%,-11%,-8%,?,8%
Cc1ccc(-n2nnnc2SCC(=O)Nc2sccc2C#N)cc1,-6%,2%,4%[0.074 µM],-4%,1%,-13%,-1%,0%
COc1ccc(-c2[nH]ncc2CN(C)CC2CCCCO2)cc1F (configuration not stated),-3%,-8%,5%[10 µM],-9%,-2%,14%,-4%,-2%
CCc1nc(SCC(=O)O)c(C#N)cc1C,·,3%,0%,-13%,-8%,i,1%,-18%
COc1ccc(S(=O)(=O)c2cnc3ccc(OC)cc3c2N2CCC3(CC2)OCCO3)cc1,-4%,-3%,0%[10 µM],-21%,3%,0%,-19%,6%
CCOc1ccccc1CNC(=O)C1CCCN(c2ncnc3onc(-c4ccc(F)cc4)c23)C1 (configuration not stated),·,-23%,·,-20%,-9%,·,-10%,4%
O=C(/C=C/c1cccc([N+](=O)[O-])c1)OCC(=O)c1ccccc1,-5%,0%,-16%,-11%,-8%,26%,?,3%
S=c1nc(-c2ccccc2Cl)[nH][nH]1,-7%,-3%,12%[10 µM],0%,1%,-2%,-6%,1%
CCN(c1cccc(C)c1)S(=O)(=O)c1cc(Br)cc2c1N(C(C)=O)C(C)C2 (configuration not stated),·,0%,·,?,-4%,·,?,4%
Cc1nn(-c2ccccc2)nc1CNC(=O)CC(C)(C)C,3%,-9%,8%[10 µM],-14%,-5%,-1%,-5%,-3%
COc1ccccc1CNS(=O)(=O)c1ccc2[nH]cc(C(=O)O)c(=O)c2c1,-10%,0%,-11%,1%,-1%,-2%,1%,-4%
N#C/C(=C\c1cc(Cl)cc(Cl)c1O)C(=O)NC1CCCCC1,-6%,-8%,-12%,-27%,-11%,-10%,?,-6%
Cn1ccc(C(=O)OCC(=O)c2ccccc2)n1,-4%,-3%,-14%[10 µM],2%,-1%,-11%,2%,-20%
COc1ccccc1NC(=O)CSc1nc(C)c2c(c1C#N)CCCC2,35%[activator],-10%,-10%,-6%,6%,-6%,0%,-5%
COc1ccc(Cc2nnc(SCC(=O)Nc3nc(C)cs3)o2)cc1,0%[11.4 µM],-2%,-8%[0.074 µM],-9%,-8%,-2%,-13%,-12%
COc1cccc(CNCc2ccc(C(=O)O)cc2)c1OC,3%[11.4 µM],-3%,-23%,10%,3%,-2%,5%,-4%
COc1cn(CC(=O)Nc2c(C)cc(C)cc2C)c(CN2CCCCC2)cc1=O,·,-3%,·,8%,1%,·,11%,-1%
CN(C(=O)CSc1nc2ccccc2n1CC(=O)N(C)C1CCCCC1)c1ccccc1,·,-3%,·,10%,7%,·,-1%,-8%
OCC1(CCOc2ccccc2)CCN(C2Cc3ccccc3C2)CC1,-2%,-1%,-18%,-5%,4%,-2%,-12%,8%
CC(NC(=O)C1CCCC1)c1ccc2c(c1)OCCO2 (configuration not stated),0%,3%,-14%,-3%,0%,i,-2%,-1%
Cc1cccc(OCCN2CSC(=S)N(C)C2)c1,6%,5%,-91%[inhibitor],-7%,6%,-5%,-13%,-1%
S=C(c1ccc2c(c1)OCO2)N1CCCCCC1,·,-4%,-16%[10 µM],-15%,-8%,-6%,?,-6%
CCOCc1nnc(NC(=O)c2ccco2)s1,2%,-1%,-14%,-3%,-2%,-7%,-15%,-9%
CCN(CC)c1ccc(NC(=O)CN(C)S(=O)(=O)c2cccc3nsnc23)c(C)c1,·,-3%,·,?,0%,·,?,0%

Look-ups from above.
COc1cccc(CNCc2ccc(C(=O)O)cc2)c1OC in RECQ1 inh: -2%
COc1ccc(Cc2nnc(SCC(=O)Nc3nc(C)cs3)o2)cc1 in RECQ1 inh: -2%

Further results:
SMILES,L3MBTL1 inh,TexasRed fluor,HTT cytoprotect,Tau fluor cs,Tau FP inhib,RECQ1 inh,Tau fibril ThT,TRb-SRC2 inh
O=C(CCN1C(=O)c2ccccc2C1=O)N(CCO)Cc1ccccc1,4%,2%,3%,1%,0%,-14%,0%,-14%
C=C(CCC(=O)c1ccccc1)C(=O)c1ccccc1,15%,10%,14%[1.9 µM],9%,?,-9%,-13%,-8%
COC(=O)Cn1c(C(=O)N(C)C)cc2c1C[C@H]1CN(C(=O)c3ccccc3)[C@@](Cc3ccc(OC)cc3)(C(=O)OC)[C@@H]21,·,3%,-5%,-1%,10%,i,-1%,3%
CCn1c(SCC(=O)N/N=C/C=C/c2ccco2)nc2ccccc21,35µM*,-5%,20%[10 µM],-12%,?,?,?,-13%
CSc1nc(Cl)cc(Nc2ccc(O)cc2)n1,·,-2%,-42%[inhibitor],-16%,16%,-5%,-13%,2%
COc1ccc(-c2cc(C(=O)Nc3ccc(C)cc3)no2)cc1,·,1%,0%,9%,3%,3%,-9%,4%
Cc1cc(C)cc(NC(=O)N2CCCN(c3c(Cl)cncc3Cl)CC2)c1,4%,-2%,16%[10 µM],-8%,-2%,-7%,-2%,-2%
CCCCOc1ccc(-c2nnn(CC(=O)c3c[nH]c4ccccc34)n2)cc1,5%,-7%,4%,-12%,-10%,i,-4%,0%
Nn1c(SCC(=O)Nc2ccc(F)cc2F)nnc1C1CCCCC1,-4%,-3%,-2%,-8%,-11%,1%,-5%,-1%
